Screening results deposited in PubChem BioAssay by several laboratories.
procasp3 activ: activators of human procaspase-3 D3A mutant, primary screen, biochemical, absorbance, PC-3 D3A mutant, single concentration; Caspase-3 (Homo sapiens), P42574; recombinant procaspase-3 D3A, Ac-DEVD-pNA absorbance 405 nm; activation, % at 8.5 µM; actives 0.11% (n = 330,000);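 active = activation above the mean of all tested compounds plus 3 SD, cut at about 21% in these data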;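 note: 0% = DMSO alone and 100% = DMSO wells spiked with extra 5 µM PC-3 D3A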
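Test system: Procaspase-3 D3A mutant; medium: Zinc-free HEPES/NaCl buffer with 0.01% Triton X-100 at pH 7.4; reagent: DEVD-pNA substrate; doses: one concentration, 8.5 µM nominal, 0.8% DMSO; times: 1 h preincubation plus 2 h reaction at 25 °C; signal: Epi-absorbance at 405 nm of released p-nitroaniline, 0 and 120 min; replicates: singlicate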
GRK2 aptamer HTS: compounds blocking aptamer binding on GRK2 – biochemical, human GRK2, bead flow cytometry, HTS, primary screen; Beta-adrenergic receptor kinase 1 (Homo sapiens), P25098; FAM-aptamer displacement from GRK2; inhibition of aptamer binding, % at 10 µM; actives 0.59% (n = 330,000); AID 488847, 2010;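 active = inhibition of aptamer binding above 40%, roughly 3 SD of noise, on plates passing a quality check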;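 note: median bead fluorescence of bound FAM aptamer so fluorescent compounds give negative values; no value below 0 was filed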
Target sequence (P25098 whole entry, looked up): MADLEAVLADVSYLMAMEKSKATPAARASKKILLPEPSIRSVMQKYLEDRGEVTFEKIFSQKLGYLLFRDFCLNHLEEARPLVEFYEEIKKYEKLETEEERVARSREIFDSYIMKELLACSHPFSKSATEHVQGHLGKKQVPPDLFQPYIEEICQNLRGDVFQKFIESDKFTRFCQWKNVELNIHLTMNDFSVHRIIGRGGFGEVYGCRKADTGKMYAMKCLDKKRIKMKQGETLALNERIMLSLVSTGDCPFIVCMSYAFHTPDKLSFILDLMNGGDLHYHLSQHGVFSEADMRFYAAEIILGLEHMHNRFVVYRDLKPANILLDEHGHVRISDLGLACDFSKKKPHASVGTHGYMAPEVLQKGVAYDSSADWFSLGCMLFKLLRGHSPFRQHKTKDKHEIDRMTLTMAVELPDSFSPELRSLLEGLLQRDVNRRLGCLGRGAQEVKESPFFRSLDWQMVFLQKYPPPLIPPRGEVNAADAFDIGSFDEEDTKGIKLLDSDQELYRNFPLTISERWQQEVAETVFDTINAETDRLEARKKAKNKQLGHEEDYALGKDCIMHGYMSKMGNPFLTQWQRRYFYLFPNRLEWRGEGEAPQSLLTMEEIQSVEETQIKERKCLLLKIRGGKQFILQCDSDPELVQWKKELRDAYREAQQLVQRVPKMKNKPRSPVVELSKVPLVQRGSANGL
HCV core dimer: inhibitors of HCV core protein dimerization, primary screen, biochemical, TR-FRET, high-throughput. TR-FRET GST/Flag-core106 dimerization, 1536-well. inhibition, % at 5 µM. actives 0.33% (n = 300,000). AID 1899, 2009;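 active = inhibition above the mean of all tested compounds plus 3 SD, set per screening campaign, cut at about 45% in these data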
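test system = GST/Flag-tagged HCV core106 proteins | probe or stimulus = Eu donor and XL665 acceptor anti-tag antibodies | times = compound-protein-antibody incubation 4 h at 22.5 °C | signal = TR-FRET, excitation 340 nm, emission 617 and 671 nm | measure = percent inhibition of core106 dimerization signal | controls = wells lacking GST-core106 and wells with excess unlabelled core106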
VLA-4 inh: inhibition in human VLA-4 binding assay, primary screen, VLA-4 allosteric modulator project, MLPCN library, flow cytometry, VLA-4 expressing cells | Integrin alpha-4 (Homo sapiens), P13612 | ligand binding flow cytometry | inhibition, % (about 7 µM as worked out from the volumes in the protocol) | actives 0.2% (n = 330,000); in the data active = inhibition above about 50%
PP5 inh: PP5 phosphatase inhibitors, primary screen, biochemical, fluorescence; purified PP5c, OMFP substrate fluorescence; inhibition, % at 6.7 µM; actives 0.18% (n = 320,000);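 active = inhibition above the campaign's mean inhibition across all tested compounds plus 3 SD, cut at about 9.5% in these data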;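 note: 0% = DMSO only and 100% = 100 µM cantharidin control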
PP1 inh: PP1-alpha phosphatase inhibitors, primary screen, counter-screen for PP5 inhibitor project, biochemical, fluorescence, OMFP substrate, single point. Serine/threonine-protein phosphatase PP1-alpha catalytic subunit (Homo sapiens), P62136. purified PP1alpha. inhibition, % at 6.7 µM. actives 0.9% (n = 320,000);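 active = inhibition above the mean inhibition of all tested compounds plus 3 SD, computed separately for each screening campaign, cut at about 15% in these data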
Fh CTSL1 inh: Fasciola hepatica cathepsin L1 inhibitors, primary screen, counter-screen for PFM18AAP inhibitor project, biochemical, QFRET, fluorogenic peptide substrate; actives 0.49% (n = 300,000); recombinant F. hepatica cathepsin L1, Z-Leu-Arg-MCA fluorescence; AID 1906, 2009; inhibition, % at 5.96 µM;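 active = inhibition above the mean of all tested compounds plus 3 SD, set per screening campaign, cut at about 17% in these data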;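 note: 0% = plate median of test compound wells and 100% = 1 µM Z-Phe-Ala-diazomethylketone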
GASC-1 inh: inhibitors of GASC-1 histone demethylase, primary screen, biochemical, fluorescence, DELFIA europium; AID 2099, 2009; GST-JMJD2C(1-420) H3K9me3 demethylation; inhibition, % at 2.35 µM; actives 0.069% (n = 330,000);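 active = more than half of a compound's replicate wells show inhibition beyond 50%, single wells judged on their own value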;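 note: signal counts dimethyl H3K9 product captured on neutravidin plate; 0% = median of DMSO wells and 100% = 0.3 times that DMSO median; strong numbers were not always called active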
proCasp7 act: procaspase-7 activators, primary screen, counter-screen for procaspase-3 activator project, biochemical, absorbance, HTS, human | recombinant procaspase-7, Ac-DEVD-pNA absorbance 405 nm; D23A/D198A/D206A triple mutant, cannot self-cleave; scale: DMSO 0, 5 µM enzyme 100 | activation, % at 8.5 µM | actives 0.093% (n = 330,000) | AID 463210, 2010;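 active = percent activation above the screen-wide mean plus 3 SD, cut at about 25% in these data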
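buffer or medium = Zinc-free HEPES/NaCl buffer, pH 7.4 | material = Procaspase-7 triple mutant (PC-7 D3A) | input = 2 µM procaspase-7 mutant as dispensed | signal = Epi-absorbance of released pNA at 405 nm, two timepoints | timing = 1 h preincubation, 2 h reaction | replicates = singlicate compound testing | evaluation = % activation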
Numbers without * were called inactive; · = no result given.

The first 7 records, to show the layout:
Each structure is followed by: procasp3 activ	GRK2 aptamer HTS	HCV core dimer	VLA-4 inh	PP5 inh	PP1 inh	Fh CTSL1 inh	GASC-1 inh	proCasp7 act
O=C1NCCN/C1=C\C(=O)c1cccc(Br)c1
 : -6	2	0	11	-0.2	-2	1	2	2
CCCN(CCC)CC(O)Cn1cc(/C=C/C(=O)c2cccs2)c2ccccc21 (stereo not drawn)
 : -10	0	3	-7	1.1	5	-1	6	-13
O=C(CSc1nc(C2CC2)nc2ccccc12)N1CCCCC1
 : 1	1	1	-6	5.0	-3	2	1	5
Cc1nc(SCC(=O)Nc2cccnc2Cl)nc(C)c1C
 : -7	2	-7	-2	-1.1	-2	3	-4	8
CCOC(=O)C1=C(C)NC2=C(C(=O)OC2)C1c1ccccc1 (stereo not drawn)
 : 9	6	4	12	-0.4	6	-2	-17	15
COc1ccc(CCNC(=O)c2ccc(NS(=O)(=O)c3ccc4[nH]c(=O)[nH]c4c3)cc2)cc1OC
 : -5	3	-6	-6	-0.2	-4	2	-2	-3
COc1ccc(S(=O)(=O)NN(C)C)cc1N(C)S(=O)(=O)c1ccc(Cl)cc1
 : -2	2	-3	19	-0.6	-1	2	-8	-2

The list itself, previewed entries included:
Each structure is followed by: procasp3 activ	GRK2 aptamer HTS	HCV core dimer	VLA-4 inh	PP5 inh	PP1 inh	Fh CTSL1 inh	GASC-1 inh	proCasp7 act
O=C1NCCN/C1=C\C(=O)c1cccc(Br)c1
 : -6	2	0	11	-0.2	-2	1	2	2
CCCN(CCC)CC(O)Cn1cc(/C=C/C(=O)c2cccs2)c2ccccc21 (stereo not drawn)
 : -10	0	3	-7	1.1	5	-1	6	-13
O=C(CSc1nc(C2CC2)nc2ccccc12)N1CCCCC1
 : 1	1	1	-6	5.0	-3	2	1	5
Cc1nc(SCC(=O)Nc2cccnc2Cl)nc(C)c1C
 : -7	2	-7	-2	-1.1	-2	3	-4	8
CCOC(=O)C1=C(C)NC2=C(C(=O)OC2)C1c1ccccc1 (stereo not drawn)
 : 9	6	4	12	-0.4	6	-2	-17	15
COc1ccc(CCNC(=O)c2ccc(NS(=O)(=O)c3ccc4[nH]c(=O)[nH]c4c3)cc2)cc1OC
 : -5	3	-6	-6	-0.2	-4	2	-2	-3
COc1ccc(S(=O)(=O)NN(C)C)cc1N(C)S(=O)(=O)c1ccc(Cl)cc1
 : -2	2	-3	19	-0.6	-1	2	-8	-2
O=C(NNc1nc(-c2ccccc2)cs1)c1ccco1
 : -13	0	-6	-20	2.2	-3	1	6	-8
COc1cccc(NC(=O)COC(=O)CCn2c(C)csc2=O)c1
 : -2	0	1	-3	2.2	1	-10	4	3
Cc1cccc(-c2noc(CNC(=O)Nc3ccc(F)cc3)n2)c1
 : -1	0	-1	-7	1.6	3	2	7	-1
ON1C(c2ccccc2)CC2(O)c3nonc3CCC12 (stereo not drawn)
 : -1	0	-2	-6	1.2	1	0	3	7
COc1ccc(NS(=O)(=O)c2ccc(NC(C)=O)cc2)nn1
 : 2	·	0	6	1.8	-4	-1	-1	3
Cc1ccc(OCCC(=O)N(Cc2ccccc2)c2c(N)n(Cc3ccccc3)c(=O)[nH]c2=O)cc1
 : 1	3	-8	0	3.5	-2	-1	·	5
O=C(NC1CCCCC1)c1ccc(-c2ccccc2F)o1
 : -14	3	·	12	·	·	·	0	-24
Cc1cccc(OCCOc2ccccc2C=C(C#N)C#N)c1
 : 2	0	9	7	1.1	4	-2	-3	4
O=C(CC1C(=O)NCCN1Cc1ccccc1)NCCC1=CCCCC1 (stereo not drawn)
 : 4	0	2	9	4.3	-2	3	-6	1
COc1ccc(/C=C/C(=O)NCc2cccnc2)cc1
 : 2	3	-3	21	0.1	-2	0	-3	1
CCC(CC)C(=O)NN(C(=O)c1ccncc1)C1CC(=O)N(c2ccccc2)C1=O (stereo not drawn)
 : 2	·	2	-1	-2.9	-4	0	17	1
CCCN(Cc1nnc(-c2cccs2)o1)C(=O)c1cccc(S(=O)(=O)N2CCOCC2)c1
 : 0	0	·	6	-1.2	-6	·	-10	6
CCOc1ccccc1C(=O)NC(C(=O)NCc1ccc(F)cc1)C(C)C (stereo not drawn)
 : -3	0	1	3	0.2	5	1	-4	0

Carrying on.
SMILES,procasp3 activ,GRK2 aptamer HTS,HCV core dimer,VLA-4 inh,PP5 inh,PP1 inh,Fh CTSL1 inh,GASC-1 inh,proCasp7 act
CC(C)C(C(=O)C=[N+]=[N-])N1C(=O)c2ccccc2C1=O (stereo not drawn),-5,0,-3,-2,1.9,5,21*,-2,-2
CCN(CC)CCN1C(=O)C(O)=C(C(=O)c2cc3cccc(OC)c3o2)C1c1cccs1 (stereo not drawn),-29,4,3,15,-0.4,0,2,4,-23
C/C(=N\NC(=O)CNc1cccc2ccccc12)c1ccc(Br)s1,-10,0,-10,8,-0.3,10,6,-9,-13
Cc1cc(NC(=O)CSCC(=O)N(c2ccc(F)cc2)C(C(=O)NC2CCCCC2)c2ccc(O)c(O)c2)no1 (stereo not drawn),-1,0,-10,19,-0.3,-1,0,-39,-4
O=C(COc1ccc2ccccc2c1)N1CCN(C(=O)c2ccco2)CC1,2,3,-7,3,-0.6,-6,-9,17,-8
COc1cc(C(=O)N/N=C/c2ccc(OC(=O)c3cccc(C)c3)c(OC)c2)ccc1O,-10,0,-4,-8,2.6,3,5,3,0
COc1ccc(/C(CC2(O)C(=O)Nc3ccccc32)=N\O)cc1 (stereo not drawn),5,1,2,33,-1.8,0,6,-4,10
CN1CCN(C(=S)c2ccc(-c3cccc(Cl)c3Cl)o2)CC1,0,0,-22,10,2.2,0,2,5,5
CCCn1c(N)c(C(=O)COC(=O)c2cccc(S(=O)(=O)N3CCOCC3)c2)c(=O)[nH]c1=O,-5,1,·,4,3.8,7,·,8,-3
CC(=O)c1ccc(OCC(O)CNCc2ccc3c(c2)OCO3)cc1 (stereo not drawn),-5,0,0,-1,0.3,-1,10,-11,2
COc1ccc(NC(=O)CN2C(=O)NC3(CCCC3)C2=O)cc1,2,0,-4,3,2.9,-2,0,17,4
CC(C)(C(=O)c1ccccc1)/[N+]([O-])=C/c1ccccc1F,2,0,2,14,2.9,-1,-1,0,-8
O=C(/C=C/c1ccccc1[N+](=O)[O-])Nc1cccnc1,6,0,0,·,-0.4,-3,-3,-3,-6
CC(=O)NCCc1nc2ccccc2n1Cc1cc(C)ccc1C,2,2,-2,8,-0.3,-4,-3,-2,4
COc1cc(C(=O)Nc2ccc(S(=O)(=O)Nc3onc(C)c3C)cc2)cc(OC)c1OC,-4,2,2,4,-0.3,-2,3,-3,14
COc1ccc(N2CSC3=C(C#N)C(c4cccc(OC)c4OC)CC(=O)N3C2)cc1 (stereo not drawn),-16,1,6,-3,0.8,5,-1,-7,-12
CS(=O)(=O)N1CCC(C(=O)Nc2ccccc2)CC1,10,0,-2,1,2.5,1,0,1,-2
CC1(C)O[C@@H]1COc1c2ccoc2cc2oc(=O)ccc12,-2,0,-1,11,2.7,5,4,-3,0
CCOC(=O)CSc1nnc(N)s1,-3,1,-2,4,-1.5,-1,5,-3,3
Cc1ccc(N2C(=O)N(CC(=O)Nc3cccc(Cl)c3)C(=O)C2C)cc1 (stereo not drawn),11,0,3,6,1.3,3,0,53,11
COc1ccc(Cl)cc1NC(=S)NCc1ccco1,2,0,-2,0,2.0,-1,6,-4,5
CCOC(=O)N1CCN(CC(O)COc2c(OC)cccc2OC)CC1 (stereo not drawn),-1,0,-1,12,3.7,-4,-2,-16,-3
CCCCCCCNC(=O)C1(CC2CC(c3ccc(Cl)cc3)=NO2)CCN(C(=O)OC(C)(C)C)CC1 (stereo not drawn),0,0,-5,16,2.5,0,0,7,-3
